High-throughput results: PubChem, several laboratories
PP5 inh – PP5 phosphatase inhibitors, primary screen, biochemical, fluorescence | Serine/threonine-protein phosphatase 5 (Homo sapiens), P53041 | purified PP5c, OMFP substrate fluorescence | inhibition, % at 6.7 µM | actives 0.18% (n = 320,000);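 active means inhibition above the campaign's mean inhibition across all tested compounds plus 3 SD, cut at about 9.5% in these data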;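 further: 0% = DMSO only and 100% = 100 µM cantharidin control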
PP1 inh – PP1-alpha phosphatase inhibitors, primary screen, counter-screen for PP5 inhibitor project, biochemical, fluorescence, OMFP substrate, single point | Serine/threonine-protein phosphatase PP1-alpha catalytic subunit (Homo sapiens), P62136 | purified PP1alpha | inhibition, % at 6.7 µM | actives 0.9% (n = 320,000) | AID 2235, 2010;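 active means inhibition above the mean inhibition of all tested compounds plus 3 SD, computed separately for each screening campaign, cut at about 15% in these data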
GASC-1 inh – inhibitors of GASC-1 histone demethylase, primary screen, biochemical, fluorescence, DELFIA europium. Lysine-specific demethylase 4C (Homo sapiens), Q9H3R0. GST-JMJD2C(1-420) H3K9me3 demethylation. inhibition, % at 2.35 µM. actives 0.069% (n = 330,000);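 active means more than half of a compound's replicate wells show inhibition beyond 50%, single wells judged on their own value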;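 further: signal counts dimethyl H3K9 product captured on neutravidin plate; 0% = median of DMSO wells and 100% = 0.3 times that DMSO median; strong numbers were not always called active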
Fh CTSL1 inh – Fasciola hepatica cathepsin L1 inhibitors, primary screen, counter-screen for PFM18AAP inhibitor project, biochemical, QFRET, fluorogenic peptide substrate; recombinant F. hepatica cathepsin L1, Z-Leu-Arg-MCA fluorescence; actives 0.49% (n = 300,000); inhibition, % at 5.96 µM;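 active means inhibition above the mean of all tested compounds plus 3 SD, set per screening campaign, cut at about 17% in these data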;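 further: 0% = plate median of test compound wells and 100% = 1 µM Z-Phe-Ala-diazomethylketone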
VLA-4 inh – inhibition in human VLA-4 binding assay, primary screen, VLA-4 allosteric modulator project, MLPCN library, flow cytometry, VLA-4 expressing cells | Integrin alpha-4 (Homo sapiens), P13612 | ligand binding flow cytometry | inhibition, % (about 7 µM as worked out from the volumes in the protocol) | actives 0.2% (n = 330,000) | AID 2557, 2010; in the data active means inhibition above about 50%
Target sequence (P13612 whole entry, looked up): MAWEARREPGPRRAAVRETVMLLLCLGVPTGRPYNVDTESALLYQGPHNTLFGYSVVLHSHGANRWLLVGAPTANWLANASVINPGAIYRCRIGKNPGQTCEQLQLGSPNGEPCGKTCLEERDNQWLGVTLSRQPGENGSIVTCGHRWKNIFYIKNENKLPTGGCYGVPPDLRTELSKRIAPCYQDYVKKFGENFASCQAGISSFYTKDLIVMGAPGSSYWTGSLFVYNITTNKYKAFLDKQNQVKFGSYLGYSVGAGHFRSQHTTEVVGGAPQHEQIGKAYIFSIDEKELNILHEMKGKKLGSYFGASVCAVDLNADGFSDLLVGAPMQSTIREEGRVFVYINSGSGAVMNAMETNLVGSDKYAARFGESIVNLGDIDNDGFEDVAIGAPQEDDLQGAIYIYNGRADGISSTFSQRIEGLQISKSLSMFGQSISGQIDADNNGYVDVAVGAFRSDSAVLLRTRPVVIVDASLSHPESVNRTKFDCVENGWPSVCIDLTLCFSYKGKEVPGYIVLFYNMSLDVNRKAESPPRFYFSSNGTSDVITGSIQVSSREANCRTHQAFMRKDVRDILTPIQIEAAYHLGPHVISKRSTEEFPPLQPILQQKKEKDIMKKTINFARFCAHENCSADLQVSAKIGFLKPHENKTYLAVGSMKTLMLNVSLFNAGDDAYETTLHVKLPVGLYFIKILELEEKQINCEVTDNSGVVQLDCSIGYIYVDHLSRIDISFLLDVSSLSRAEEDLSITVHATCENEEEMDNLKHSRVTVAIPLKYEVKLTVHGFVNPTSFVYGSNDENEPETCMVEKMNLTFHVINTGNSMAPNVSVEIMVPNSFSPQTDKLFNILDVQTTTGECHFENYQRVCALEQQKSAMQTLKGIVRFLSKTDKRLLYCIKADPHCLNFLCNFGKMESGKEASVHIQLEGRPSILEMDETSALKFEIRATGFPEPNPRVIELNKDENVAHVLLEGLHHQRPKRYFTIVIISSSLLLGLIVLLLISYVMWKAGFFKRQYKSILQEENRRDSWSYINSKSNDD
procasp3 activ – activators of human procaspase-3 D3A mutant, primary screen, biochemical, absorbance, PC-3 D3A mutant, single concentration. Caspase-3 (Homo sapiens), P42574. recombinant procaspase-3 D3A, Ac-DEVD-pNA absorbance 405 nm. activation, % at 8.5 µM. actives 0.11% (n = 330,000);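 active means activation above the mean of all tested compounds plus 3 SD, cut at about 21% in these data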;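 further: 0% = DMSO alone and 100% = DMSO wells spiked with extra 5 µM PC-3 D3A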
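Technique: 405 nm absorbance of p-nitroaniline, reads at 0 and 120 min; Test system: Procaspase-3 D3A mutant; Incubation: 1 h enzyme-compound preincubation, then 2 h substrate reaction, 25 °C; Repeats: singlicate, each compound tested once; Benchmarks: low control DMSO wells, high control DMSO plus 5 µM PC-3 D3A.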
GRK2 inh – compounds blocking aptamer binding on GRK2 – biochemical, human GRK2, bead flow cytometry, HTS, primary screen; Beta-adrenergic receptor kinase 1 (Homo sapiens), P25098; FAM-aptamer displacement from GRK2; inhibition of aptamer binding, % at 10 µM; actives 0.59% (n = 330,000); AID 488847, 2010;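 active means inhibition of aptamer binding above 40%, roughly 3 SD of noise, on plates passing a quality check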;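 further: median bead fluorescence of bound FAM aptamer so fluorescent compounds give negative values; no value below 0 was filed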
proCasp7 act – procaspase-7 activators, primary screen, counter-screen for procaspase-3 activator project, biochemical, absorbance, HTS, human; recombinant procaspase-7, Ac-DEVD-pNA absorbance 405 nm; D23A/D198A/D206A triple mutant, cannot self-cleave; scale: DMSO 0, 5 µM enzyme 100; actives 0.093% (n = 330,000); activation, % at 8.5 µM; AID 463210, 2010; Caspase-7 (Homo sapiens), P55210;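 active means percent activation above the screen-wide mean plus 3 SD, cut at about 25% in these data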
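Replicates: singlicate. Assay system: Procaspase-7 triple mutant (PC-7 D3A). Signal: 405 nm absorbance of p-nitroaniline. Times: 1 h preincubation, 2 h reaction. Buffer or medium: Zinc-free HEPES pH 7.4 with 300 mM NaCl, 0.01% Triton X-100. Also added: DEVD-pNA substrate. Benchmarks: DMSO wells as 0%, DMSO with 5 µM added PC-7 as 100%.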
HCV core dimer – inhibitors of HCV core protein dimerization, primary screen, biochemical, TR-FRET, high-throughput; TR-FRET GST/Flag-core106 dimerization, 1536-well; actives 0.33% (n = 300,000); inhibition, % at 5 µM;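 active means inhibition above the mean of all tested compounds plus 3 SD, set per screening campaign, cut at about 45% in these data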
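Test system: GST/Flag-tagged HCV core106 proteins; Medium: KF-containing HEPES buffer, pH 7.45, DTT, CHAPS, BSA; Times: compound-protein-antibody incubation 4 h at 22.5 °C; Detection: TR-FRET 671 and 617 nm emission; Benchmarks: wells lacking GST-core106 and wells with excess unlabelled core106.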
Numbers without * were called inactive; . = no result given; & = joins results of further samples.

SMILES	PP5 inh	PP1 inh	GASC-1 inh	Fh CTSL1 inh	VLA-4 inh	procasp3 activ	GRK2 inh	proCasp7 act	HCV core dimer
COCCNC(=O)C1CCN(S(=O)(=O)N2CCC3(CC2)OCCO3)CC1	-2.6	-2	.	-2	9	9	2	6	-3
O=[N+]([O-])c1ccc(C2CCCC/C2=N\OCc2cccc(F)c2)c([N+](=O)[O-])c1 (stereo not drawn)	0.7	3	1	0	-11	-7	0	-4	-2
CCOc1cc(C2C(C(=O)OC(C)C)=C(C)N=C3SCCC(=O)N32)ccc1OC(C)=O (stereo not drawn)	0.2	-4	-4&4	-7	1	0	0	1	2
O=C(CSc1ccc(-c2ccc(Cl)cc2)nn1)N1CCCc2ccccc21	2.0	6	19	1	6	14	6	4	8
COc1cc(CNc2ccc3[nH]c(=O)[nH]c3c2)ccc1OCc1ccccc1C	0.2	-2	-7	0	-8	-6	0	-9	-18
O=C(O)c1cccc(S(=O)(=O)N2CCC(Cc3ccccc3)CC2)c1	0.0	1	0	2	14	-3	3	1	-8
Cc1cc(C(=O)COC(=O)c2ccc(O)cc2)c(C)n1Cc1ccco1	4.1	4	7	-4	2	2	0	-7	11
Nn1c(=O)[nH]c2ccccc2c1=O	4.2	0	-14	-5	22	11	3	11	-2
COc1ccc(CN(C)C2CCCCC2)cc1	0.0	-6	21	-4	21	0	1	18	-3
COc1ccccc1/C=C1\Oc2cc(OC(=O)N3CCOCC3)ccc2C1=O	3.2	-3	-9	-5	13	3	2	-1	-3
Cc1nn(-c2ccccc2)c2[nH]c(=O)c(CNCc3ccc4c(c3)OCO4)cc12	-1.6	-3	12	-1	10	0	0	-5	-1
Cc1c(NC(=O)C(=O)N/N=C/c2cccs2)c(=O)n(-c2ccccc2)n1C	-3.3	-2	12	2	-5	7	0	10	1
Cc1nc(SCC(=O)NC(C)c2ccccc2)c2oc3ccccc3c2n1 (stereo not drawn)	0.5	-6	-4	1	1	-8	0	-1	-4
CC(C)Cn1c(N)c(C(=O)COC(=O)c2c(F)cccc2F)c(=O)n(C)c1=O	2.1	-3	0	-3	-21	4	0	-1	-8
COC(=O)C(O)(NC(=O)OCc1ccccc1)C(F)(F)F (stereo not drawn)	-1.3	-1	-1	0	4	8	0	-2	-3
Cc1ccc2c(c1)c1c3n2CCN(C(=O)CCl)C3CCC1 (stereo not drawn)	3.1	11	.	39*	-13	-8	5	-6	4
CCOc1ccc(Cn2nnc(C(=O)Nc3cc(C)cc(C)c3)c2N)cc1	3.6	13	-11	0	-25	3	4	10	0
CC(C)(C)S(=O)(=O)c1cnc(N2CCOCC2)nc1N	-1.9	-3	1	0	0	-7	2	2	-1
CCOc1ccc(N2CC(=O)N(c3ccc(OCC)cc3)CC2=O)cc1	0.8	-2	-2	-2	7	4	3	6	-2
O=C(NCCc1ccc(F)cc1)NC12CC3CC(CC(C3)C1)C2	-0.4	-1	15	2	-12	8	0	4	14
CCOC(=O)N1CCN(C(=O)C2CCN(S(=O)(=O)N3CCC4(CC3)OCCO4)CC2)CC1	-0.7	2	-23	-1	3	-1	2	-3	-3
CC1(C)C2CC=C(/C=N/NC(=S)NCCc3ccccc3)C1C2 (stereo not drawn)	0.9	3	-2	4	14	6	3	4	13
CC(=O)C1=C(C)NC(=O)NC1c1cccs1 (stereo not drawn)	1.1	-2	3	1	6	5	2	3	-1
CC1CCCCN1C(=O)Cn1cc(C=O)c2ccccc21 (stereo not drawn)	-2.3	-4	8	5	0	-5	3	-3	-6
CC1CCN(C(=O)CCC(=O)Nc2nnc(C3CCCCC3)s2)CC1	2.4	2	-40	-6	6	7	1	2	-1

A few values from above.
For VLA-4 inh, Cc1cc(C(=O)COC(=O)c2ccc(O)cc2)c(C)n1Cc1ccco1 is listed with 2
For Fh CTSL1 inh, Cc1ccc2c(c1)c1c3n2CCN(C(=O)CCl)C3CCC1 (stereo not drawn) is listed with 39*

Continuation:
SMILES	PP5 inh	PP1 inh	GASC-1 inh	Fh CTSL1 inh	VLA-4 inh	procasp3 activ	GRK2 inh	proCasp7 act	HCV core dimer
Cc1ccc(C2CC(c3cccc(NS(C)(=O)=O)c3)=NN2S(C)(=O)=O)cc1 (stereo not drawn)	1.2	0	-19	0	-5	4	0	-6	3
COc1ccccc1CCC(=O)OCC(=O)N1c2ccccc2NC(=O)C1(C)C	-1.3	1	0	.	-8	8	3	10	.
CSc1ccccc1C(=O)Nc1ccccc1C	-0.6	-1	4	1	2	1	0	-9	5
CCC(C)N(C)C(=O)c1cc2ccccc2c(-c2ccccc2Cl)n1 (stereo not drawn)	3.7	-7	-21	-5	16	3	2	-2	8
COc1ccccc1C(C)Nc1ccc(S(=O)(=O)N2CCN(C)CC2)cc1[N+](=O)[O-] (stereo not drawn)	4.0	4	4	.	16	12	0	-3	.
C/C(=N\NC(=O)COc1ccc([N+](=O)[O-])cc1)C(C)(C)C	1.2	-1	-7	2	-4	4	0	1	0
O=C(c1ccc(S(=O)(=O)N2CCOCC2)cc1)N1CCN=C1SCc1cccnc1	-0.9	-3	-53	-4	5	10	0	-6	4
COc1ccc(NC(=O)C2CCCN2c2nn3c(=O)cc(C)nc3s2)cc1 (stereo not drawn)	1.2	2	16	3	-17	-2	0	5	-13
Cc1ccc(OCc2cc(C(=O)N3CCN(C4CCCCC4)CC3)no2)cc1C	3.0	0	-6	-1	5	-2	1	5	11
Cc1ccc(C(=O)O)cc1NC(=O)Nc1cccc2ccccc12	3.6	-2	2	0	2	5	0	-7	-5
O=C(O)CSc1ncnc2sc3c(c12)CCCC3	0.8	-6	-1	3	-3	0	0	-1	0
Cc1ccc(C(=O)N/C(=C\c2cccc([N+](=O)[O-])c2)C(=O)Nc2cccc(C(=O)O)c2)cc1	2.5	-2	2	-8	-1	3	1	-2	0
O=C(O)C1CC(=O)N(Cc2ccc(F)cc2)C1 (stereo not drawn)	-0.6	-1	-5	-2	6	8	1	1	0
Cc1nc2c(=O)n(-c3ccc(F)cc3F)nc(C)c2s1	-3.4	-6	6	1	-5	-9	1	0	0
CCC(C(=O)OC)n1c(-c2ccccc2)nc2ccccc2c1=O (stereo not drawn)	0.1	1	-4	-1	20	5	0	15	-4
O=C(COc1ccc(S(=O)(=O)N2CCOCC2)cc1)NCC1CCCO1 (stereo not drawn)	-2.7	-6	-3	-2	1	-4	2	2	-4
CCCC(C(=O)NCc1ccco1)N(C(=O)CNS(=O)(=O)c1ccccc1)c1ccc(OC)cc1 (stereo not drawn)	-1.7	0	-18	-3	18	-2	3	-1	-1
COCCn1c(CN2CCc3ccccc3C2)nc2c1c(=O)n(C)c(=O)n2C	2.1	-1	-17	0	0	3	10	13	-4
NNC(=O)c1sccc1OCc1ccc(F)cc1	0.5	3	27	4	1	-10	3	-42	4
COc1ccc(NCc2cc3ccccc3[nH]c2=O)cc1	3.8	1	-6	1	-6	-8	2	-3	5
Cc1ccccc1Nc1cc2ccccc2c(=O)[nH]1	4.7	4	0	83*	8	-2	1	1	40
COc1cc2[nH]c(=O)n(CCCCCC(=O)NC3CCCC3)c(=O)c2cc1OC	0.8	0	18	0	9	0	3	-1	-5
Cc1ccc(C)c(OCc2cc(C(=O)N3CC[C@H](O)C3)no2)c1	0.2	3	-47	2	3	0	2	6	12
Cc1ccc2c(c1)c(Sc1ccccc1)c(CC(=O)O)n2C	-0.3	-1	0	3	7	3	2	4	10
Cc1cccc(CN2C3=NCCCN3c3ccccc32)c1	0.2	-1	8	-1	26	0	1	-1	1

Some of these compounds in order of their number in GRK2 inh, ascending.
| Compound | GRK2 inh |
| --- | --- |
| O=C(O)CSc1ncnc2sc3c(c12)CCCC3 | 0 |
| Cc1ccc(OCc2cc(C(=O)N3CCN(C4CCCCC4)CC3)no2)cc1C | 1 |
| CCC(C)N(C)C(=O)c1cc2ccccc2c(-c2ccccc2Cl)n1 (stereo not drawn) | 2 |

Next section.
SMILES	PP5 inh	PP1 inh	GASC-1 inh	Fh CTSL1 inh	VLA-4 inh	procasp3 activ	GRK2 inh	proCasp7 act	HCV core dimer
Cc1ccccc1-n1cc(C(=O)c2cc(Cl)ccc2O)cc(C#N)c1=O	1.6	0	5	1	8	-3	0	-2	7
CO/N=C/C(C#N)c1ncc(C(F)(F)F)cc1Cl (stereo not drawn)	1.5	-9	-1	-2	12	7	3	3	-9
CCOc1ccc(NC(=S)N(CCc2ccncc2)C(C)C)cc1	-0.7	5	-6	-4	-1	-5	0	-19	-3
O=[N+]([O-])c1ccc(-n2nnnc2-c2ccccc2)cc1	-0.5	-1	4	-8	1	6	0	-1	3
O=C(NC(CCl)c1ccccc1)c1ccc(Cl)cc1 (stereo not drawn)	2.5	-3	7	1	24	-1	0	-6	-1
Cc1c(C(=O)NCCCn2ccnc2)oc2ccccc12	-0.9	0	-35	9	1	-1	0	9	-6
CCN1C(=O)[C@H]2[C@@H](c3ccc(-c4ccc(OC)cc4)c(OC)c3)N[C@@](Cc3ccccc3)(C(=O)OC)[C@H]2C1=O	.	.	.	.	0	2	0	3	.
CCOc1ccc(C(=O)NC(Cc2ccccc2)C(=O)OC)cc1 (stereo not drawn)	2.5	-1	-82	0	6	-2	0	10	-4
Cc1ccsc1/C=N/Nc1cccc(C(=O)O)c1	0.6	-1	7	1	0	-1	0	-7	-19
Cc1ccc(NC(=O)Cn2cc(C=O)c3ccccc32)cc1	3.7	2	-1	5	8	10	0	-1	0
Cc1c(C(=O)Nc2ccccc2-c2ccccc2)cccc1[N+](=O)[O-]	-0.7	0	-1	4	-3	10	2	17	-2
CC(C)COc1nc2ccccc2c(=O)n1OCC(=O)O	1.5	1	6	-1	3	-9	0	7	5
Nc1nc(N)c2sc3nc4c(cc3c2n1)CCC4	2.0	-1	0	5	1	-5	0	-2	-3
CSc1ccc(CN(C)C(=O)CNC(=O)c2sc3ccccc3c2Cl)cc1	2.0	-3	-1	0	2	10	0	4	12
CCOC(=O)CNC(=S)N(Cc1ccccc1)Cc1cccnc1	3.8	-2	-2	1	-4	10	0	-3	-5
COc1ccccc1N(CC(=O)NC1CCCCC1)S(C)(=O)=O	-0.2	-1	3	-6	0	-11	0	1	5
CC(C)C(CC(=O)NCc1ccco1)c1ccco1 (stereo not drawn)	3.4	1	-3	7	8	1	1	-10	33
Cc1cc(C)n(-c2nc3ccccc3[nH]c2=O)n1	2.5	2	2	3	20	4	0	7	2
